FUS suppressor = suppressors of FUS proteinopathy in yeast; S. cerevisiae FUS-expressing, growth rescue, OD600, 24 h; Potency, µM (series often up to 76.6 µM), for inactives: at the top dose growth rescue (activation), most hits filed as activators; 0.24% of 390,000 active;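 further: plate controls were DMSO vehicle for no effect and reference control for full effect; nearly all actives have a fitted effect of over 55% in size; some results filed as inactive show a strong effect at the top dose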
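Yeast FUS proteinopathy model; galactose-induced FUS (2%), starting OD 0.005. Cpds in dilution series, 24hr, 30C, 99% humidity. Abs 600 nm growth. Pos ctrl CP55940 (top 92uM final); neg ctrl DMSO.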
Abeta rescue = compounds reversing amyloid beta toxicity in yeast | Potency, µM (doses to about 46.1 µM), for the others: at the top dose growth rescue, hits mostly activators | 0.063% of 410,000 active | AID 1347071 | yeast expressing A-beta42, growth rescue, OD600, 48 h; response scale: 0% DMSO, 100% iron-clioquinol control; further: nearly all actives have a fitted effect of over 55% in size
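Yeast A-beta toxicity model in growth medium with pinned compounds, 48 h at 30 C; growth read as absorbance at 600 nm. Normalized to FeCl3/clioquinol equimolar mix (positive) and DMSO (negative).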
Numbers without * were called inactive; ? = inconclusive; [ ] = dose if it differs, or a comment. The call rests on the fitted dose curve; in most records, active means well fitted activation curve with a large enough effect; inconclusive means small, poorly fitted or top-dose-only effect; inactive means no such curve, though single readings can be large or run the other way. Potency means the concentration at half of the fitted maximal effect. A portion of the library (hit frequency here may not be typical).

SMILES	FUS suppressor	Abeta rescue
Cc1ccc(-n2ncc(C(=O)N3CCCCC3)c2C2CCN(C(=O)OC(C)(C)C)CC2)cc1C	20%	2%
O=C(Nc1cccc(-c2nc3ccccc3[nH]2)c1)c1c(F)cccc1F	-9%	-22%
CCOC(=O)C1CCN(c2nc3c(S(=O)(=O)c4ccc(C)c(C)c4)nnn3c3ccc(Cl)cc23)CC1	?	-4%
CC(C)c1noc(-c2ccccc2OCC(=O)Nc2ccccc2[N+](=O)[O-])n1	43%	-13%
COc1cc(CNCc2c(C(=O)O)c(C)n(Cc3cccc(Cl)c3)c2C)cc(OC)c1OC	-15%	-7%
CC(=O)N1CCCC1c1nc2ccccc2n1Cc1cccc(C)c1 (stereo not drawn)	0%	-10%
CC(C)(C)OC(=O)N1CCC(c2c(C(=O)Nc3ccc4c(c3)OCCO4)cnn2-c2ccccc2)CC1	?	-8%
Cc1ccccc1CNC(=O)c1ccc2nc(C(C)C)oc2c1	-2%	18%
COc1ccc(-c2c(C)c3ccc(O)c(CN4CCC(C)CC4)c3oc2=O)cc1OC	2%	-7%
O=C(CSc1n[nH]c(-c2ccccc2)n1)N1CCCCC1	-5%	-8%
CCOC(=O)c1c(C)c(-c2ccccc2)n(CC(=O)Nc2cc(OC)cc(OC)c2)c1C	27%	-2%
CCOc1ccc(CCNC(=O)c2ccc3c(c2)nc2n3CCOC2)cc1OCC	-1%	-2%
COc1cccc(CCNC(=O)c2c(O)nc3c(C)cccn3c2=O)c1	-6%	-28%
CCOc1ccc(CCn2c3c(c(=O)[nH]c2=O)C(NC(=O)c2ccccc2)(C(F)(F)F)C(=O)N3)cc1OCC (stereo not drawn)	7%	-11%
CC(=O)N1CCc2c(sc3c2c(=O)n(-c2ccccc2Cl)c(=O)n3C)C1	-24%	-12%
O=C(Nc1c(C(=O)N2CCN(c3ccccc3)CC2)oc2ccccc12)c1ccc(Br)o1	6%	7%
COc1ccc(-c2[nH]ncc2C(=O)NCc2ccccc2C)cc1	-16%	10%
Cc1cccc(NC(=O)Cc2ccc(-n3c(C)nc4cccnc43)cc2)c1C	4%	2%
O=C(Cc1ccccc1)NC1CC(=O)N(c2ccc3c(c2)OCCO3)C1 (stereo not drawn)	-33%	-5%
C=CCc1c(C)nc2nc(SCC(=O)Nc3cccc(Cl)c3)nn2c1C	4%	-9%

Arranged by the number under FUS suppressor (largest number first): four from the list above
SMILES | FUS suppressor
Cc1cccc(NC(=O)Cc2ccc(-n3c(C)nc4cccnc43)cc2)c1C | 4%
O=C(CSc1n[nH]c(-c2ccccc2)n1)N1CCCCC1 | -5%
O=C(Nc1cccc(-c2nc3ccccc3[nH]2)c1)c1c(F)cccc1F | -9%
O=C(Cc1ccccc1)NC1CC(=O)N(c2ccc3c(c2)OCCO3)C1 (stereo not drawn) | -33%

(continued)
SMILES	FUS suppressor	Abeta rescue
Cc1nc2sc(C(=O)N(C)Cc3ccccc3)c(NC(=O)c3ccccc3)c2c(C)c1Cl	-28%	0%
COc1cccc(CSc2nc3n(n2)C(c2cccc(F)c2)C(C(=O)Nc2ccccc2C)=C(C)N3)c1 (stereo not drawn)	-27%	-8%
Cc1ccccc1C(=O)Nc1ccc2nc(N3CCCCC3)cc(C)c2c1	-5%	-6%
O=C(CCS(=O)(=O)c1nc(-c2ccc3c(c2)OCO3)cc(C(F)(F)F)n1)Nc1ccc(F)c(Cl)c1	9%	-10%
COc1ccc(C(=O)Oc2ccc(C3NC(=O)c4c(sc5c4CCN(C)C5)N3)cc2OC)cc1 (stereo not drawn)	-1%	-25%
O=C(CSc1nc(=O)n(Cc2ccncc2)c2c1CCC2)Nc1cccc(F)c1	5%	-15%
CC(C)Sc1ncc(Cl)c(C(=O)Nc2ccc(S(=O)(=O)N3CCCCC3C)cc2)n1 (stereo not drawn)	?	-4%
CCn1c2ccccc2c2cc(CN3CCN(Cc4ccc(Br)cc4)CC3)ccc21	41%	-82%[inhibitor]
COC(=O)c1ccc(NC(=O)C(=O)NCCc2sc(-c3cccc(F)c3)nc2C)cc1	-24%	-1%
COc1ccc(CNC(=O)Cc2ccc(NC(=O)N3CCSc4ncccc43)cc2)cc1	13%	-7%
CC1=C(c2ccc(Cl)cc2)S(=O)(=O)N=C1N1CCC(C(=O)NCc2ccccc2F)CC1	21%	-2%
CC(C)(C)C1CCc2nc(NC(=O)c3cccc(Cl)c3)sc2C1 (stereo not drawn)	21%	-3%
COc1ccc(OC)c(CNC(=O)c2cc(=O)[nH]c3ccc(S(=O)(=O)N4CCCCC4C)cc23)c1 (stereo not drawn)	14%	3%
O=C(CCC(=O)OCC(=O)c1ccc(Cl)cc1)Nc1ccc(Oc2ccccc2)cc1	12%	-4%
CCOc1ccc(NC(=O)Cn2cnc3nc4c(cc3c2=O)CCCC4)cc1	-6%	5%
CCc1cccc(C)c1NS(=O)(=O)c1ccc2c(c1)CC(C)N2C(=O)C1CC1 (stereo not drawn)	-7%	-2%
Cc1cc2c(cc1NS(=O)(=O)c1ccc(Br)cc1)n(C)c(=O)c(=O)n2C	15%	-15%
Cc1ccccc1C(=O)Nc1nc(-c2ccc(Br)cc2)ns1	7%	-10%
CNC(=O)c1c(NC(=O)c2ccc(S(=O)(=O)N3CCC(C)CC3)cc2)sc2c1CCC2	10%	-19%
CCN(CC)Cc1c(NC(=O)c2ccc(OC)cc2)sc2c1CCCC2	29%	-17%
CCC(C(=O)N1CCN(c2cccc(C)c2C)CC1)n1nc(C)c2sc3ccccc3c2c1=O (stereo not drawn)	-9%	2%
Cc1ccc(CNC(=O)c2ccc(Cn3c(=O)c4ccccc4n(CC(=O)Nc4ccc(C)cc4)c3=O)cc2)cc1	8%	-3%
CCCCC(=O)Nc1ccc2nc(SCC(=O)N3CCCC3)sc2c1	0%	-16%
Cc1cc(C)n(C(C)CC(=O)Nc2ccc(Cl)cc2C)n1 (stereo not drawn)	-2%	-5%
COc1ccc(CCNC(=O)c2c(C)oc3ncn(C)c(=O)c23)c(OC)c1	5%	-10%
Nc1c(C(=O)Nc2ccccc2F)sc2nc3c(cc12)CCCCCC3	-7%	3%
Cc1ccc(N(C)C(=O)C2CCCN(c3ncnc4c3nc3n4CCCCC3)C2)cc1C (stereo not drawn)	42%	-23%
CC(CNC(=O)c1ccc2c(c1)nc1n2CCOC1)c1ccccc1 (stereo not drawn)	5%	-2%
Cc1ccccc1C(=O)Nc1cccc(C(=O)OCc2cc(=O)n3c(C)csc3n2)c1	45%	6%
O=C(CN1CCN(Cc2ccccc2Cl)C1=O)NCc1ccccc1Cl	-1%	8%
COc1ccc(-c2nc3ccc(C(=O)NCc4ccccc4)cc3nc2-c2ccc(OC)cc2)cc1	5%	-5%
COc1ccc(CNC(=O)CSc2ncc3c(n2)-c2cc(Cl)ccc2N(C)S3(=O)=O)cc1	-13%	-14%
COc1ccccc1C(=O)Nc1ccc2nc(SCC(=O)N3CCCC3)sc2c1	4%	-23%
N#Cc1ccccc1NC(=O)c1cc2c(=O)n3ccccc3nc2s1	-1%	-21%
CCC1=C(c2ccc(C)cc2)S(=O)(=O)N=C1N1CCC(C(=O)Nc2ccccc2F)CC1	-11%	-5%
COc1ccccc1N1CCN(c2ncccc2-c2nc(-c3ccc(Cl)cc3)no2)CC1	-3%	-2%
O=C(C1CC1)N1CCc2cc(Br)cc(S(=O)(=O)Nc3ccc(C(F)(F)F)cc3)c21	-11%	5%
COc1cccc(CNC(=O)c2ccc(Cn3c(SCc4ccccc4)nc4cccnc43)cc2)c1	3%	-17%
Cc1ccc(NC(=O)Cn2nnnc2-c2ccccc2N)cc1	14%	?
COc1ccc(C2NC(=O)N(C)C3=C2C(=O)N(c2ccc(C(=O)O)cc2)C3)cc1 (stereo not drawn)	1%	-13%

Single records, as listed above. Values in the order: FUS suppressor, Abeta rescue
Listed for CCN(CC)Cc1c(NC(=O)c2ccc(OC)cc2)sc2c1CCCC2 → 29%, -17%
Listed for O=C(CN1CCN(Cc2ccccc2Cl)C1=O)NCc1ccccc1Cl → -1%, 8%
Listed for Cc1nc2sc(C(=O)N(C)Cc3ccccc3)c(NC(=O)c3ccccc3)c2c(C)c1Cl → -28%, 0%
Listed for C=CCc1c(C)nc2nc(SCC(=O)Nc3cccc(Cl)c3)nn2c1C → 4%, -9%
Listed for Cc1ccc(NC(=O)Cn2nnnc2-c2ccccc2N)cc1 → 14%, ?

Further results follow.
SMILES	FUS suppressor	Abeta rescue
Cc1ccc(CNC(=O)c2sc3nc(C)cc(C)c3c2-n2cccc2)cc1	3%	-5%
Cc1cccc(-c2nnc(SCC(=O)N3CCCCC3)o2)c1	26%	-7%
CCOc1ccc(C2C(=O)N(C3CCCCC3)CC(=O)N2CCc2ccccc2)cc1OC (stereo not drawn)	22%	-1%
CCOC(=O)c1c(NC(=O)c2cc(-c3ccc(OC)c(OC)c3)on2)sc2c1CCCC2	-19%	-9%
COc1cccc(C(=O)NC(c2ccc(Cl)cc2)c2cc(Cl)c3cccnc3c2O)c1 (stereo not drawn)	-7%	11%
COc1ccccc1N1CCN(C(=O)c2ccc(CS(=O)c3ccccc3C)o2)CC1 (stereo not drawn)	15%	-15%
COC(=O)c1cc2sc(Cl)cc2n1Cc1cc(C)ccc1C	-1%	-19%
CCOC(=O)c1c(C)[nH]c(C)c1S(=O)(=O)NCC(=O)NCc1ccc(C)cc1	9%	-16%
O=C(NCCSCc1ccc(Cl)cc1)C1CCN(S(=O)(=O)Cc2ccccc2)CC1	-8%	0%
Cc1ccc(Cl)cc1N1CCN(C(=O)c2ccc3c(c2)N(Cc2ccccc2)CCS3)CC1	-3%	1%
Cc1ccc2cccc(NC(=O)c3cccc4ccccc34)c2n1	-1%	4%
CCC1CN(C(=O)N2CCC(C(=O)NCCC3=CCCCC3)CC2)c2ccccc2O1 (stereo not drawn)	4%	5%
O=c1cc(-c2ccccc2)n2c(SCc3ccccc3)nnc2[nH]1	5%	-5%
CCC(=O)N1CCc2cc(S(=O)(=O)NCc3ccc(C)cc3)ccc21	-16%	3%
O=C(CCCCn1c(=O)c2ccccc2n(CC(=O)Nc2ccccc2)c1=O)NCc1ccccc1Cl	-27%	-5%
Cc1ccc(CNC(=O)CCCn2c(=O)c3ccccc3n(Cc3ccc(Cl)cc3)c2=O)cc1	5%	-7%
O=C(c1[nH]c2ccccc2c1Sc1ccc(Cl)cc1)N1CCCCC1	?	?
CCCCC(=O)Oc1ccc2oc(-c3ccc(OC)cc3)cc(=O)c2c1	13%	-12%
Cc1ccc(C(=O)O)cc1-n1c(C)ccc1-c1ccccc1	31%	-26%
Cc1cccc(NC(c2ccccc2C)c2ccc3ccc(C)nc3c2O)n1 (stereo not drawn)	15%	15%

A draw from above in order of formula weight, low to high.
SMILES	FUS suppressor	Abeta rescue
Nc1c(C(=O)Nc2ccccc2F)sc2nc3c(cc12)CCCCCC3	-7%	3%
Cc1ccc(N(C)C(=O)C2CCCN(c3ncnc4c3nc3n4CCCCC3)C2)cc1C (stereo not drawn)	42%	-23%
COc1cc(CNCc2c(C(=O)O)c(C)n(Cc3cccc(Cl)c3)c2C)cc(OC)c1OC	-15%	-7%
COc1cccc(CNC(=O)c2ccc(Cn3c(SCc4ccccc4)nc4cccnc43)cc2)c1	3%	-17%

The listing picks up with the three entries that preceded the break.
SMILES	FUS suppressor	Abeta rescue
CCCCC(=O)Oc1ccc2oc(-c3ccc(OC)cc3)cc(=O)c2c1	13%	-12%
Cc1ccc(C(=O)O)cc1-n1c(C)ccc1-c1ccccc1	31%	-26%
Cc1cccc(NC(c2ccccc2C)c2ccc3ccc(C)nc3c2O)n1 (stereo not drawn)	15%	15%
CCOc1ccc(C(=O)N2CCN(Cc3cc(=O)n4nc(-c5cccc(OC)c5)sc4n3)CC2)cc1	39%	-6%
Cc1ccccc1C1C=C(c2ccc(Cl)cc2)Nc2nnnn21 (stereo not drawn)	21%	-5%
Cc1ccc(NC(=O)c2c(C(=O)Nc3ccccc3)sc3nc(C)cc(=O)n23)c(C)c1	15%	-13%
COc1ccccc1CNC(=O)Cn1c(=O)nc(-c2ccccc2F)c2cc(Cl)ccc21	-18%	-7%
CC(=O)Nc1cc(C(=O)NCc2ccccc2Cl)ccc1Sc1ccc(F)cc1	44%	-2%
O=C(c1ccc(F)cc1)N1CCc2c([nH]c3ccccc23)C1c1ccc(Cl)cc1 (stereo not drawn)	0%	-33%
CC1N=C2c3ccccc3N=C(SCC(=O)NCc3ccc(Cl)cc3)N2C1=O (stereo not drawn)	20%	-7%
O=C(NCCc1ccccc1Cl)c1ccc2c(=O)n(-c3ccccc3)c(=O)[nH]c2c1	-2%	-8%
CC(C)C(=O)N1c2nc(C(C)C)nn2C2(CCCCC2)[C@@H]2CCCC[C@@H]21	0%	3%
CCCCCn1c(NCc2ccc(OC)cc2)nc2ccccc21	19%	-12%
Cc1ccc(NC(=O)Cn2cc3c(n2)CCCC3)c(Cl)c1	-13%	8%
CCCn1c(=O)c2c(nc3n2CCN3c2ccc(C)cc2)n(C)c1=O	-31%	-10%
O=C(CN1C(=O)COc2ccc(Cl)cc21)Nc1cccc(F)c1	-5%	4%
CN(C)c1ccc(CNC(=O)CCCN2C(=O)CCn3nc(-c4cn(C)c5ccccc45)cc32)cc1	35%	-7%
O=C(c1ccc(Cl)cc1)c1cn(Cc2ccccc2)c2cc3c(cc2c1=O)OCCO3	?	-4%
